Source: PubChem BioAssay (National Center for Advancing Translational Sciences (NCATS))
UbGFP stabilizer = ubiquitin-GFP accumulation via proteasome inhibition | Ubiquitin-GFP reporter cells, proteasome inhibition, GFP fluorescence; response scale: untreated = 0%, 10 µM MG-132 = 100% | Potency, µM (titrated, usually from 45.9 µM), for inactives: at the top dose activation (GFP accumulation), most hits filed as activators | 67,000 tested, under 10 active | AID 526; active means well fitted activation curve with a large enough effect, not every such curve was filed as active; inconclusive means small, poorly fitted or top-dose-only effect, or another doubt; inactive means no such curve, though single readings can be large or run the other way; further: potency means the concentration at half of the fitted maximal effect
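U2OS Ub(G76V)-GFP reporter; O/N plating, 0.5% FBS; cpd 46 uM–2.9 nM, 4 h, 37 °C; GFP+ cell count, 488/515 nm; norm. to basal vs 10 uM MG-132; CRC fit.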
HADH2 inh = blocks human hydroxyacyl-CoA dehydrogenase type II | recombinant HADH2, NADH fluorescence, beta-hydroxybutyryl-CoA | Potency, µM (highest dose often 57.1 µM), inactives show top-dose activity change, negative = inhibition, usual class: inhibitors | 73,000 compounds, 3.4% hits | AID 886; further: potency means the concentration at half of the fitted maximal effect; on the % scale 0 is the no-effect control and ±100 the full control effect; nearly all actives have a fitted effect of over 60% in size; many of its hits are not listed in these tables
Target sequence (Q99714 whole entry, looked up, one chain of several): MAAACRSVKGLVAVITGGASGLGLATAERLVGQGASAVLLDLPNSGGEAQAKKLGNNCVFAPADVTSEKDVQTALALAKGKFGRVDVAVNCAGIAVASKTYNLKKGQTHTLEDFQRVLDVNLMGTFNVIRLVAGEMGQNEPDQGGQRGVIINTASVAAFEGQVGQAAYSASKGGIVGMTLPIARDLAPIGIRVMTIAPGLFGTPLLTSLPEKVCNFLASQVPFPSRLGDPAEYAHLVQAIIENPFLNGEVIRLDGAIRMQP
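Activity measured as NADH fluorescence gain (360/450 nm), taken as the change between first and last reads of a 4-min kinetic run. Conditions: pH 9.0 Tris buffer, 20 nM E. coli-expressed His-tagged enzyme, 1 mM NAD+, 90 uM beta-hydroxybutyryl-CoA; 15-min compound preincubation.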
Epigenetic mod = epigenetic modulators derepressing GFP locus in mouse cells | mouse C127i GFP locus derepression, cytometry, 30 h | Potency, µM (top dose mostly 46.1 µM), for the others: top-dose GFP derepression (activation) | 68,000 compounds, 0.09% hits | AID 597; further: % of control where 0% means no effect
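Murine C127i mammary cells carrying a silenced, stably integrated CMV-driven GFP reporter were treated with compound for 30 hours at 37 C. After PBS washes, GFP-positive cells were counted by laser-scanning microplate cytometry.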
Fluorescein fluor = fluorescein region autofluorescence; 59,000 compounds, 0.91% hits; AID 593; max fluorescein-equivalent concentration, M; Compound autofluorescence, 480/540 nm, fluorescein-equivalent; active compounds read high; in the data active means max fluorescein-equivalent concentration above about 10 nM; inconclusive means between about 1.1 nM and that limit
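In this qHTS profile, compound fluorescence was measured with a 480 nm/540 nm filter pair following a 15-min room-temperature incubation in 100 mM Tris (pH 8.0). A six-point fluorescein series on each plate served for normalization.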
Rhodamine autofl = compound fluoresces in the rhodamine spectral region. Rhodamine-region fluorescence, 547/598 nm, Tris buffer; active compounds read high. max dye-equivalent concentration, M. 59,000 compounds, 0.05% hits. AID 594; in the data active means max dye-equivalent concentration above about 11 nM; inconclusive means between about 1.1 nM and that limit
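Read-out is relative fluorescence at 547 nm excitation and 598 nm emission, expressed as dye-equivalent concentration using rhodamine standards on every plate. Each compound was profiled across a concentration series after 15 min in 100 mM Tris, pH 8.0.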
DNA Pol III inh = blocks replication by bacterial DNA polymerase III holoenzyme | reconstituted DNA polymerase III holoenzyme replication, biochemical | Potency, µM (top dose mostly 57.1 µM), without a hit: at the top dose activity change, negative = inhibition | 71,000 compounds, 0.25% hits | AID 603; further: potency means the concentration at half of the fitted maximal effect; on the % scale 0 is the no-effect control and ±100 the full control effect
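Reconstituted *E. coli* holoenzyme (0.35 nM Pol III, 1 nM beta, 154 nM SSB, 2 nM primase) was preincubated with compound for 15 min at RT. Synthesis on 1.4 nM ssM13Gori ran 35 min, then was stopped with PicoGreen/EDTA and read as dsDNA fluorescence.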
Hsp90 Hop PPI = changes Hsp90-Hop TPR2A binding signal, up or down; AlphaScreen TPR2A-His6 binding biotin-Hsp90 C-terminal peptide; Potency, µM (doses to about 57 µM), for inactives: at the top dose activity change, negative = inhibition; 71,000 compounds, 0.44% hits; AID 595; active means well fitted curve in either direction with a large enough effect; inconclusive means small, poorly fitted or top-dose-only effect, or another doubt; further: potency means the concentration at half of the fitted maximal effect; on the % scale 0 is the no-effect control and ±100 the full control effect; many of its hits are not listed in these tables
4-MU autofl = compound fluoresces in the 4-MU spectral region; compound autofluorescence, 340/450 nm, 4-MU equivalents; active compounds read high; max dye-equivalent concentration, M; 59,000 compounds, 11% hits; AID 589; in the data active means max dye-equivalent concentration above about 10 nM; inconclusive means mostly about 1.1 nM to 9.6 nM
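Compounds in 100 mM Tris, pH 8.0, sat 15 min at room temperature before fluorescence was read at 340 nm excitation/450 nm emission; a per-plate six-point 4-MU standard curve converted signals to dye-equivalent concentration at each compound concentration.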
15-hLO inh = 15-hLO (ALOX15) enzyme inhibition; P16050; purified 15hLO-1, xylenol orange hydroperoxide absorbance; Potency, µM (doses to about 57.1 µM), for the others: at the top dose activity change, negative = inhibition, most hits filed as inhibitors; 74,000 compounds, 1.4% hits; further: potency means the concentration at half of the fitted maximal effect; on the % scale 0 is the no-effect control and ±100 the full control effect; nearly all actives have a fitted effect of over 55% in size
Target sequence (P16050 whole entry, looked up): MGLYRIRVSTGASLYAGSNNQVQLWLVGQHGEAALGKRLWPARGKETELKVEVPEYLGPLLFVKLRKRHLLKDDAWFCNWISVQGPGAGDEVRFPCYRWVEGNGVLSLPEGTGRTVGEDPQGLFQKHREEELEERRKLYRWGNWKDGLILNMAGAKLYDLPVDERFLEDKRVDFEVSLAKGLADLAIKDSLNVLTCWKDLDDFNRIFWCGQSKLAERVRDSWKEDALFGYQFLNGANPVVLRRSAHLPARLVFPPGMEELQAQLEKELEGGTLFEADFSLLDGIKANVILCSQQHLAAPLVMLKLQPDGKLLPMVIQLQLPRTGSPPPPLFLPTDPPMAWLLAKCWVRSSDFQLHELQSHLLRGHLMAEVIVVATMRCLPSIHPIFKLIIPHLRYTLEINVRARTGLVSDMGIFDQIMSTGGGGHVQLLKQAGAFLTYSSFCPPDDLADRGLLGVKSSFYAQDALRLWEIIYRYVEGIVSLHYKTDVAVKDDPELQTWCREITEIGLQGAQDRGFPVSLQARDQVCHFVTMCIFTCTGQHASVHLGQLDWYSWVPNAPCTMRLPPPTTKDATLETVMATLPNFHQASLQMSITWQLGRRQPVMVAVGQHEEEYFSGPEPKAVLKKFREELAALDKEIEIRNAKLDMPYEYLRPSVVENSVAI
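Hydroperoxide formed from arachidonic acid (50 uM) by purified human 15hLO-1 (40 nM) oxidizes ferrous iron, and the ferric-xylenol orange complex is read at 573 versus 405 nm. Compounds were preincubated 15 min; reaction ran 6 min at room temperature.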
HBB splice mod = alters splicing of the hemoglobin beta chain; HBB splicing reporter cell assay, activation; EGFP reporter with mutant IVS2-654 intron; response scale: normalised to 500 nM splice-correcting PNA; Potency, µM (series often up to 46.1 µM), inactives show at the highest dose activation, hits mostly activators; 65,000 compounds, 0.06% hits; AID 925; further: potency means the concentration at half of the fitted maximal effect; 0% is about no effect
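HeLa cells stably expressing EGFP interrupted by mutant beta-globin intron 2 (IVS2-654), 500/well in 2% FCS. Treated with compound for 2 days at 37C. Splicing correction scored as total well GFP intensity (488 nm excitation, 500-520 nm emission); 500 nM antisense PNA served as control.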
TexasRed autofl = compound fluoresces in the Texas Red spectral region; Compound fluorescence, Texas Red channel, 547/618 nm; active compounds read high; max dye-equivalent concentration, M; 59,000 compounds, 0.06% hits; in the data active means max dye-equivalent concentration above about 10 nM; inconclusive means between about 1.1 nM and that limit
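Texas Red-region profiling: compounds in 100 mM Tris pH 8.0 were read at 547/618 nm after 15 min at room temperature. Intensities were normalized against a six-point Texas Red standard series to give dye-equivalent concentration.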
An asterisk follows results filed as active; i = inactive; u = inconclusive; x = not tested or not shown; & = joins results of further samples; [ ] = dose if it differs, or a comment. Unless noted, the call rests on the fitted dose curve; in most records, active means well fitted curve in the direction sought with a large enough effect; inconclusive means small, poorly fitted or top-dose-only effect, or another doubt; inactive means no such curve, though single readings can be large; an effect the other way counts as inactive or inconclusive. Only part of the results is shown, so the mix of outcomes need not match the whole.

smiles	UbGFP stabilizer	HADH2 inh	Epigenetic mod	Fluorescein fluor	Rhodamine autofl	DNA Pol III inh	Hsp90 Hop PPI	4-MU autofl	15-hLO inh	HBB splice mod	TexasRed autofl
COc1cccc(NC(=O)C2CCCN2C(=O)Nc2ccccc2F)c1 (stereo unspecified)	-3%	-5%	1%	i	i	-2%	-3%	i	23%	x	i
COc1ccc(S(=O)(=O)Nc2ccc(C(F)(F)F)cc2)cc1OC	1%	13%	0%	u	i	-5%	8%	i	u	-1.1%	i
COc1cccc(/C(O)=C2/C(=O)C(=O)N(CCN(C)C)C2c2ccccn2)c1 (stereo unspecified)	-6%	-16%	-2%	i	i	2%	u	6.1e-08M*	7%	1.3%[1.84 µM]	u
COc1ccc(N2CCN(CC(=O)Nc3nc4c(s3)CC(C)CC4)CC2)cc1 (stereo unspecified)	0%	-2%	3%	u	i	-14%	u	i	-26%	2.2%	u
Cn1ccnc1SCc1cn2cc(Br)ccc2n1	0%	13%	3%	i	i	-2%	1%	i	11%	0.3%[57.5 µM]	i
O=C(Nc1ccc2c(c1)nc1n2CCSC1)c1ccco1	x	u	-2%	u	i	-9%	-5%	i	u	-0.8%[0.369 µM]	i
CCCn1c(SCc2ccc(Cl)cc2)nc2c1c(=O)[nH]c(=O)n2C	2%	u	4%	i	i	4%	1%	i	-20%	-0.2%[57.5 µM]	i
COc1ccc2c(c1)c(C(=O)OCCN(C)C)c(C)n2C	-1%	1%	2%	u	i	2%	-4%	i	8%	8.4%[1.84 µM]	u
CC(C)CCOc1ccc(Cl)cc1CN1CCOCC1	x	x	2%[20.6 µM]	u	i	x	x	i	x	x	i
Cn1c(SCC(=O)N2c3ccccc3Sc3ccc(Cl)cc32)nnc1-c1ccco1	-1%	14%	-1%	u	i	-7%	-2%	i	-10%	-0.2%[57.5 µM]	i
Cc1onc(-c2ccccc2Cl)c1C(=O)NCC(=O)O	-1%	9%	1%	u	i	-4%	-3%	u	-3%	-2.4%	i
COc1ccc(C(C)N2CC34C=CC(O3)C(C(=O)OCC(C)C)C4C2=O)cc1 (stereo unspecified)	-13%	6%	x	x	x	-2%	-3%[2.3 µM]	x	2%	-0.3%	x
CCCOc1ccccc1NC(=O)c1ccc(N)cc1	10%	2%	-1%	i	i	-11%	-4%	i	4%	-1.0%	i
CCc1ccc(NC(=O)c2ccc3c(c2)C(=O)N(Cc2ccco2)C3=O)cc1	-14%	u	x	x	x	-2%	-4%[2.3 µM]	x	-14%	-0.9%	x
Clc1ccc(Cn2nnc(-c3ccc(N4CCOCC4)cc3)n2)cc1	-3%	14%	1%	i	i	-4%	1%	i	-2%	x	i
CCc1ccc(NC2=NCC(=O)N2c2ccc3c(c2)OCCO3)cc1	-8%	5%	2%	i	i	1%	-3%	i	-3%	x	i
Cc1ccc(Cn2c(Sc3nccc(C)n3)nc3c2c(=O)[nH]c(=O)n3C)cc1	10%	2%	0%	i	i	-3%	-1%	i	9%	x	i
Cc1nc(N2CCN(c3ccccc3)CC2)[nH]c(=O)c1Cc1cccc2ccccc12	x	9%	0%	u	i	-6%	-1%	i	-11%	2.0%[0.369 µM]	i
O=C(NCc1cccnc1)c1cccc(S(=O)(=O)N2CCCCC2)c1	-4%	-2%	2%	x	x	-1%	-2%	x	2%	-1.0%[9.22 µM]	x
CCCCNC(=O)c1ccc(NC(=O)C2CCCO2)cc1 (stereo unspecified)	-9%	4%	1%	i	i	-2%	0%	i	5%	-0.7%	i
COc1cccc2c1nc(C)c1cc(C)oc12	4%	u	-2%	x	x	-6%	0%	x	-5%	0.3%[9.22 µM]	x
Cn1c(=O)cc(OCCCC(=O)N2CCCCC2)c2ccccc21	10%	-2%	1%	u	i	-9%	-6%	i	2%	-2.9%	i
O=C(Nc1ccc(Cl)c(Cl)c1)N(Cc1cccnc1)Cc1ccco1	-2%	7%	2%	u	i	-6%	-2%	i	-15%	-2.4%[57.5 µM]	i
Cc1cc(C)c2[nH]c(=O)c(CN(Cc3ccc4c(c3)OCO4)Cc3nnnn3C3CCCC3)cc2c1	-3%	-7%	1%	i	i	-9%	-5%	u	u	x	i
CC1=c2c(oc3cc(O)c(Nc4c(C)cc(O)cc4O)c(C)c23)=CC(=O)C1=Nc1c(C)cc(O)cc1O	-1%[9.17 µM]	3.2µM*	2%[9.22 µM]	1.5e-08M*	1.2e-07M*	-8%[11.4 µM]	u	u	u	-1.3%[9.22 µM]	2.6e-07M*
O=C(C1CCCCC1)N1CC(=O)N2CCc3ccccc3C2C1 (stereo unspecified)	x	-6%	5%&-6%[20.6 µM]	u	i	x	x	i	-4%	x	i
COC(=O)c1ccc2c(c1)S(=O)(=O)NC(=NCc1ccco1)S2	-3%	-3%	2%	u	i	-8%	-2%	i	u	-0.3%[57.5 µM]	i
CCOC(=O)C1=C(C)Nc2nc(SCC)[nH]c(=O)c2C1c1ccncc1 (stereo unspecified)	3%	10%	0%	i	i	-6%	-2%	u	0%	1.4%	i
CCOc1ccccc1NC(=O)CSc1nnc(-c2ccccc2Cl)n1Cc1ccco1	0%	6%	-2%	i	i	-1%	-6%	i	-7%	4.3%[1.84 µM]	u
OCCN1CCN(c2nc(N3CCCCC3)nc(N3CCCCC3)n2)CC1	18%[9.17 µM]	3%[11.4 µM]	0%	x	x	-13%[11.4 µM]	-6%[11 µM]	x	0%[11.4 µM]	-3.9%[0.0738 µM]	x

Brought forward from above: five entries; new compounds follow.
smiles	UbGFP stabilizer	HADH2 inh	Epigenetic mod	Fluorescein fluor	Rhodamine autofl	DNA Pol III inh	Hsp90 Hop PPI	4-MU autofl	15-hLO inh	HBB splice mod	TexasRed autofl
O=C(C1CCCCC1)N1CC(=O)N2CCc3ccccc3C2C1 (stereo unspecified)	x	-6%	5%&-6%[20.6 µM]	u	i	x	x	i	-4%	x	i
COC(=O)c1ccc2c(c1)S(=O)(=O)NC(=NCc1ccco1)S2	-3%	-3%	2%	u	i	-8%	-2%	i	u	-0.3%[57.5 µM]	i
CCOC(=O)C1=C(C)Nc2nc(SCC)[nH]c(=O)c2C1c1ccncc1 (stereo unspecified)	3%	10%	0%	i	i	-6%	-2%	u	0%	1.4%	i
CCOc1ccccc1NC(=O)CSc1nnc(-c2ccccc2Cl)n1Cc1ccco1	0%	6%	-2%	i	i	-1%	-6%	i	-7%	4.3%[1.84 µM]	u
OCCN1CCN(c2nc(N3CCCCC3)nc(N3CCCCC3)n2)CC1	18%[9.17 µM]	3%[11.4 µM]	0%	x	x	-13%[11.4 µM]	-6%[11 µM]	x	0%[11.4 µM]	-3.9%[0.0738 µM]	x
CCn1cc(-c2cc(C(F)(F)F)n3nc(C(=O)O)cc3n2)c(C)n1	-10%	-10%	0%	i	i	-5%	u	5.7e-08M*	2%	1.6%	i
CC(=O)NCCNc1ccnc(-c2ccccc2C)n1	3%	-28%	0%[9.22 µM]	i	i	-6%	-2%	i	u	-0.6%	i
Cc1ccc(S(=O)(=O)N2CCOCC2)cc1C(=O)Nc1ccc(-c2cn3ccsc3n2)cc1	1%	-16%	2%	i	i	-6%	-14%	i	-8%	0.2%	i
Cn1c(=O)n(C/C=C/c2ccccc2)c(=O)c2c1nc1n2CCCN1c1ccc(F)cc1	1%	8%	-2%	i	i	-6%	-7%	i	-9%	-4.5%[57.5 µM]	i

Part of the list above in order of molar mass, lowest first:
smiles	UbGFP stabilizer	HADH2 inh	Epigenetic mod	Fluorescein fluor	Rhodamine autofl	DNA Pol III inh	Hsp90 Hop PPI	4-MU autofl	15-hLO inh	HBB splice mod	TexasRed autofl
COc1ccc2c(c1)c(C(=O)OCCN(C)C)c(C)n2C	-1%	1%	2%	u	i	2%	-4%	i	8%	8.4%[1.84 µM]	u
COc1ccc(S(=O)(=O)Nc2ccc(C(F)(F)F)cc2)cc1OC	1%	13%	0%	u	i	-5%	8%	i	u	-1.1%	i
OCCN1CCN(c2nc(N3CCCCC3)nc(N3CCCCC3)n2)CC1	18%[9.17 µM]	3%[11.4 µM]	0%	x	x	-13%[11.4 µM]	-6%[11 µM]	x	0%[11.4 µM]	-3.9%[0.0738 µM]	x
